Compound activity deposited in PubChem by several laboratories.
AGP1 TOR yeast = modulators of TOR pathway AGP1-GFP in S. cerevisiae | S. cerevisiae AGP1-GFP multiplex flow cytometry, 3 h; GFP as percent of DMSO wells | 0.02% of 320,000 active | GFP response vs DMSO, % at 10 µM;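 active = GFP response relative to DMSO above a set limit, near screen average plus 3 SD, cut at about 150% in these data; inconclusive = fewer than 70 cells counted for the yeast strain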;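 note: median GFP channel fluorescence of the gated AGP1 strain per well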
MEP2 TOR yeast = modulators of TOR pathway MEP2-GFP in S. cerevisiae; S. cerevisiae MEP2-GFP strain, flow cytometry GFP, 3 h; 100% = DMSO control level; GFP response vs DMSO, % at 10 µM; 0.51% of 330,000 active; AID 2016;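 active = GFP response versus DMSO above a set limit, roughly screen mean plus 3 SD, cut at about 180% in these data; inconclusive = fewer than 70 cells counted for a yeast strain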;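 note: median GFP fluorescence of the barcode-gated MEP2-GFP cells per well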
VLA-4 inh = inhibition in a human VLA-4 binding assay. P13612. VLA-4 expressing cells, ligand binding flow cytometry. inhibition, % (about 7 µM as worked out from the volumes in the protocol). 0.2% of 330,000 active; in the data active = inhibition above about 50%
Target sequence (P13612 whole entry, looked up): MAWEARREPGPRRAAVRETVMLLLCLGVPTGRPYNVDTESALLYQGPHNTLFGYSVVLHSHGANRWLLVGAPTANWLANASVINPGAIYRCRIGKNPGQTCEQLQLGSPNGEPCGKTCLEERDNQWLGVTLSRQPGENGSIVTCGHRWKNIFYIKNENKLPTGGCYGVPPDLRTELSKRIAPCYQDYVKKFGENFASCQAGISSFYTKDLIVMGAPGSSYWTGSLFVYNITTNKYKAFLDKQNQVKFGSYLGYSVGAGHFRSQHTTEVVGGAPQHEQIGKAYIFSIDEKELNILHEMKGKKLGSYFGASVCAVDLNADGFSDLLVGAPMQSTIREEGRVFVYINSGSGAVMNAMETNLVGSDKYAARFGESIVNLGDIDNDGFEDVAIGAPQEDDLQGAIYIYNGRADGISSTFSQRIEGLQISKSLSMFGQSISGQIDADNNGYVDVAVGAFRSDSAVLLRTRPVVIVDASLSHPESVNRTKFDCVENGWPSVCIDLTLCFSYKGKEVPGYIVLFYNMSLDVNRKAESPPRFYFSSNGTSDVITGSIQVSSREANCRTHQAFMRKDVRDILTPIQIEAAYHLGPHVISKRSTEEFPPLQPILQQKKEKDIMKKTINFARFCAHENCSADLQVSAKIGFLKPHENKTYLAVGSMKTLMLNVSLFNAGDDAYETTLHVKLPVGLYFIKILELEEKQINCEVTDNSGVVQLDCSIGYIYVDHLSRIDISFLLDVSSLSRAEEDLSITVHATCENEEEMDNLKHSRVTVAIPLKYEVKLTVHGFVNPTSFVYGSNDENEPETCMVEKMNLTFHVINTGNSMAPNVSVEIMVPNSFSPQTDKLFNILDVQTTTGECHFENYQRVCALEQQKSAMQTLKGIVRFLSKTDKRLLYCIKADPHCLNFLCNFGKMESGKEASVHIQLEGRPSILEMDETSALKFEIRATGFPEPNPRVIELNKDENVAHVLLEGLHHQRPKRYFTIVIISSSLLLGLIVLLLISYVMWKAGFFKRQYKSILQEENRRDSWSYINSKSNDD
RPL19A-GFP yeast = modulators of TOR pathway RPL19A-GFP in S. cerevisiae | S. cerevisiae RPL19A-GFP strain, flow cytometry, 3 h; stronger effect = lower value | percent response vs DMSO, % at 10 µM | 0.3% of 330,000 active | AID 2025;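 active = percent response vs DMSO below 50%; inconclusive = fewer than 70 events counted for the yeast strain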;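 note: median channel GFP fluorescence of the barcoded RPL19A-GFP strain; ratio of sample median GFP to plate DMSO average so 100% = DMSO; lower means less RPL19A-GFP as with rapamycin TOR inhibition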
JMJD2C inh = inhibitors of human GASC-1 (JMJD2C) demethylase | Q9H3R0 | GST-JMJD2C(1-420) H3K9me3 demethylation, DELFIA europium | inhibition, % at 2.35 µM | 0.069% of 330,000 active;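 active = more than half of a compound's replicate wells show inhibition beyond 50%, single wells judged on their own value; inconclusive = some, but no more than half, of replicates pass 50% inhibition; inactive = no replicate passes 50% inhibition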;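 note: signal counts dimethyl H3K9 product captured on neutravidin plate; 0% = median of DMSO wells and 100% = 0.3 times that DMSO median; strong numbers were not always called active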
CIT2 TOR yeast = yeast TOR pathway CIT2-GFP modulation. 0.065% of 320,000 active. AID 2029. S. cerevisiae CIT2-GFP strain, flow cytometry, 3 h; 100 means same as DMSO wells. GFP response vs DMSO, % at 10 µM;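 active = GFP response relative to DMSO above a set limit, near the screen mean plus 3 SD, cut at about 150% in these data; inconclusive = Fewer than 70 cells measured for a yeast strain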;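 note: ratio of well median GFP fluorescence to mean of DMSO wells on the plate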
LAP4-GFP MLPCN = alters LAP4-GFP fluorescence in TOR pathway yeast screen | S. cerevisiae LAP4-GFP multiplex, flow cytometry GFP, 3 h; median GFP as percent of DMSO wells | 0.34% of 320,000 active | GFP response vs DMSO, % at 10 µM;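 active = GFP response vs DMSO above a set limit, about the screen mean plus 3 SD, cut at about 150% in these data; inconclusive = under 70 cell events counted for the yeast strain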
GRK2 aptamer HTS = blocks RNA aptamer binding to human GRK2. bead flow cytometry, FAM-aptamer displacement from GRK2. inhibition of aptamer binding, % at 10 µM. 0.59% of 330,000 active. P25098;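 active = inhibition of aptamer binding above 40%, roughly 3 SD of noise, on plates passing a quality check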;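 note: median bead fluorescence of bound FAM aptamer so fluorescent compounds give negative values; no value below 0 was filed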
* marks the source's active call; other numbers are inactive results; ? = inconclusive; nt = not tested or not shown; [ ] = dose if it differs, or a comment.

1) COc1cc(CC(NC(C)=O)C(=O)NC2CCN(C(=O)C3CC3)CC2)cc(OC)c1 (stereo unspecified)
2) COc1ccc(C2C(C#N)=C(N)Oc3c2sc2nc(C)cc(C)c32)cc1 (stereo unspecified)
3) O=C(O)c1cc(NS(=O)(=O)c2cccs2)cc(NS(=O)(=O)c2cccs2)c1
4) COc1ccc(OC)c(C2CC(=O)C(C)C(c3cc(OC)ccc3OC)N2)c1 (stereo unspecified)
5) CC1Cc2ccccc2N1C(=O)c1ccc2c(c1)nnn2C (stereo unspecified)
6) Cc1ccc(N(CC(=O)NCCc2ccc(F)cc2)S(=O)(=O)c2ccc(Cl)c([N+](=O)[O-])c2)c(C)c1
7) Cc1nn(CCCC(=O)NC(C)c2ccccc2)c(=O)c2nn(-c3ccccc3)c(C)c12 (stereo unspecified)
8) CCCC(=O)Oc1c(S(=O)(=O)c2ccc(C)cc2)c(C)nn1C(C)(C)C
9) Cc1oc2nc(SCC(=O)NCc3cccnc3)nc(N)c2c1C
10) CCOc1ccccc1OCC(=O)OCC(=O)c1c(C)[nH]c2ccccc12
Compound	1	2	3	4	5	6	7	8	9	10
AGP1 TOR yeast	111	102	98	91	109	106	93	105	99	103
MEP2 TOR yeast	106	100	105	98	94	105	102	103	104	101
VLA-4 inh	9	-10	4	-1	7	-3	3	-5	6	33
RPL19A-GFP yeast	104	99	100	87	99	105	97	99	102	98
JMJD2C inh	-10	34	12	2	3	0	1	6	4	-1
CIT2 TOR yeast	113	101	102	92	93	104	97	99	106	98
LAP4-GFP MLPCN	106	98	98	88	92	100	93	99	99	106
GRK2 aptamer HTS	0	0	11	0	0	0	0	2	0	0

11) COc1ccc(NC(=O)Cn2nnc(-c3ccc(CN4CCOCC4)cc3)n2)c(OC)c1
12) O=C(Cc1ccccc1)NNC(=O)c1ccc(NC(=O)c2ccccc2)cc1
13) CCOCCCNC(=S)N1CCC(NC(=O)C2CCCCC2)CC1
14) CCc1nnc(N/N=C/c2ccccc2F)n1N
15) CCCN1CCC(=O)N(CCSc2ccc(NC(C)=O)cc2)CC1
16) Cc1nc(NCC(c2ccccc2)N(C)C)c2c(C)c(C)sc2n1 (stereo unspecified)
17) O=C(O)CC1S/C(=N/N=C/C2CC=CCC2)NC1=O (stereo unspecified)
18) COc1ccc(NC(=O)CSCC(=O)Nc2nnc(C)s2)cc1
19) CCCCC1(COC(=O)CCC(=O)O)C(=O)N(c2ccccc2)N(c2ccccc2)C1=O
20) O=C(Nc1ccc2c(c1)OCCO2)C(c1ccc(F)cc1)N1CCCCC1 (stereo unspecified)
Compound	11	12	13	14	15	16	17	18	19	20
AGP1 TOR yeast	104	91	90	105	105	98	103	108	95	103
MEP2 TOR yeast	97	94	87	98	102	97	98	98	95	99
VLA-4 inh	3	6	-3	-11	-10	0	0	-4	-1	-10
RPL19A-GFP yeast	101	92	92	95	99	98	97	92	105	97
JMJD2C inh	0	2	-3	0	-2	-2	1	-8	nt	0
CIT2 TOR yeast	104	102	103	103	101	107	98	94	90	100
LAP4-GFP MLPCN	94	91	85	114	98	91	96	102	94	97
GRK2 aptamer HTS	1	0	4	0	6	0	3	1	1	0

21) CC(C)(C)c1nnc2sc(SCC(=O)N3CCCc4ccccc43)nn2c1=O
22) CCOc1ccc(-n2c(SCc3ccc([N+](=O)[O-])cc3)nnc2-c2ccc(OC)cc2)cc1
23) Cc1ccccc1OCCCCCn1ccnc1
24) O=C(COC(=O)C1CCN(S(=O)(=O)c2cc([N+](=O)[O-])ccc2Cl)CC1)Nc1ncc(Cl)cc1Cl
25) Cc1ccc(S(=O)(=O)N2CCN(C(=O)CN3CCCSc4ccccc43)CC2)cc1
26) C=Cn1c(C(=O)O)ccc1-c1ccc(OC)cc1
27) Clc1ccc(OCCSc2nnnn2C2CCCCC2)cc1
28) CC1=C(C#N)C(Nc2ccc(C)cn2)(C(F)(F)F)C(=O)N1 (stereo unspecified)
29) CSc1ccccc1NC(=O)N1CCC(CO)(CC2CCCCO2)CC1 (stereo unspecified)
30) O=C(COC(=O)c1ccco1)Nc1ccc(Cl)cn1
Compound	21	22	23	24	25	26	27	28	29	30
AGP1 TOR yeast	103	102	103	105	100	105	nt	93	94	97
MEP2 TOR yeast	100	107	104	100	101	122	236*[may fluoresce violet]	97	102	102
VLA-4 inh	22	-1	13	-12	0	2	10	6	-2	10
RPL19A-GFP yeast	104	103	99	100	99	94	57[may fluoresce violet]	97	95	94
JMJD2C inh	-8	-14	3	6	-5	-43	6	30	-7	3
CIT2 TOR yeast	99	101	93	106	96	nt	?	95	95	96
LAP4-GFP MLPCN	107	105	102	100	104	99	102[may fluoresce violet]	89	93	94
GRK2 aptamer HTS	2	0	0	5	3	4	2	0	0	3

Four compounds picked at random from the list so far, as already listed:
26) C=Cn1c(C(=O)O)ccc1-c1ccc(OC)cc1
22) CCOc1ccc(-n2c(SCc3ccc([N+](=O)[O-])cc3)nnc2-c2ccc(OC)cc2)cc1
30) O=C(COC(=O)c1ccco1)Nc1ccc(Cl)cn1
24) O=C(COC(=O)C1CCN(S(=O)(=O)c2cc([N+](=O)[O-])ccc2Cl)CC1)Nc1ncc(Cl)cc1Cl
Compound	26	22	30	24
AGP1 TOR yeast	105	102	97	105
MEP2 TOR yeast	122	107	102	100
VLA-4 inh	2	-1	10	-12
RPL19A-GFP yeast	94	103	94	100
JMJD2C inh	-43	-14	3	6
CIT2 TOR yeast	nt	101	96	106
LAP4-GFP MLPCN	99	105	94	100
GRK2 aptamer HTS	4	0	3	5

Continued:
31) CCN1CCN(c2ccc(S(=O)(=O)N3CCCCC3)cc2NC(=O)c2cccc(C(F)(F)F)c2)CC1
32) O=C(NCCC1=CCCCC1)c1cc(-c2ccccn2)nc2ccccc12
33) CN1CCc2c(C#N)c(N3CCCCC3)nc(NCc3ccccc3)c2C1
34) Cc1ccc(S(=O)(=O)c2nc(-c3cccs3)oc2N2CCC(C(N)=O)CC2)cc1
35) CN(C(=O)CCc1nc(-c2ccccc2F)no1)c1ccccc1
36) CCCCc1c(C)nc2c(OC)cccc2c1SCCC(=O)O
37) CCO/C=N/c1c(C#N)c(CC#N)nn1-c1ccccc1
38) Cc1n[nH]c(=O)n1-c1ccc(C(C)C)cc1
39) Cc1ccc2cc(CCNC(=O)c3cccs3)c(=O)[nH]c2c1C
40) Cc1cc(=O)n2[nH]cc(C(=O)O)c2n1
Compound	31	32	33	34	35	36	37	38	39	40
AGP1 TOR yeast	114	96	99	109	109	100	102	106	102	102
MEP2 TOR yeast	100	101	102	112	105	105	101	95	105	99
VLA-4 inh	-2	-14	18	-7	-4	33	-3	4	23	13
RPL19A-GFP yeast	103	96	96	112	98	104	99	99	97	97
JMJD2C inh	4	-1	-13	12	2	3	5	-3	0	10
CIT2 TOR yeast	101	91	95	112	104	108	99	105	99	104
LAP4-GFP MLPCN	112	99	96	102	111	90	97	105	95	94
GRK2 aptamer HTS	0	3	0	0	0	4	4	2	0	3

41) CCOc1cc(/C=N/NC(=O)c2cc(-c3cccc(OC)c3)nc3ccccc23)ccc1O
42) CC(C)C1CC(=O)NC(SCC(=O)Nc2ccc(Br)cc2)=C1C#N (stereo unspecified)
43) Cc1cccc(N2CC(O)(c3cccs3)[N+]3=C2CCCC3)c1C (stereo unspecified)
44) COc1ccc(N2CCN(Cc3cc4c(cc3Br)OCCO4)CC2)cc1
45) CC1(C)NC(=O)N(CC(O)COc2ccc(N3C(=O)c4ccccc4C3=O)cc2)C1=O (stereo unspecified)
46) COc1ccc(CN2CCCCCC2)cc1OC
47) Cc1cc(C)cc(NC(=O)Nc2ccc3ccccc3n2)c1
48) CC/C(Cc1ccccc1)=N/NC(=O)CCn1nnc2ccccc21
49) CCN(c1ccccc1)S(=O)(=O)c1cc(NC(=O)CN2CCN(C)CC2)ccc1Cl
50) O=C(COc1ccc(-c2nnco2)cc1)N1CCN(S(=O)(=O)c2ccc3ccccc3c2)CC1
Compound	41	42	43	44	45	46	47	48	49	50
AGP1 TOR yeast	103	103	102	104	100	108	104	102	100	107
MEP2 TOR yeast	100	100	102	106	104	99	96	104	92	105
VLA-4 inh	-11	5	4	-5	12	-3	-4	24	22	32
RPL19A-GFP yeast	101	101	98	108	99	97	100	102	99	102
JMJD2C inh	2	-3	-1	-7	-5	7	-48	0	3	122
CIT2 TOR yeast	104	92	107	103	105	95	97	101	97	99
LAP4-GFP MLPCN	95	100	98	88	100	102	104	98	93	108
GRK2 aptamer HTS	0	1	0	0	3	nt	0	0	0	4

51) CCn1c(=O)n(CC)c2cc(N3CCCC3)c(NC(=O)c3c(F)cccc3F)cc21
52) CCCc1cc(C(=O)OC)c(NC(=O)c2cc(C)on2)s1
53) CC(NC(=O)C(=O)NCC1CCCO1)c1ccccc1 (stereo unspecified)
54) O=C(COC(=O)c1cc(Br)ccc1O)Nc1ccc2c(c1)OCO2
55) Cn1c(SCC(=O)c2ccc3c(c2)OCO3)nnc1-c1ccccn1
56) O=C(N/N=C/c1cn(-c2cccs2)nc1-c1ccccc1)c1ccccc1Cl
57) O=C(CSc1nc2ccccc2[nH]1)NC1CCCC1
Compound	51	52	53	54	55	56	57
AGP1 TOR yeast	104	100	101	102	100	106	105
MEP2 TOR yeast	112	99	96	110	102	110	99
VLA-4 inh	5	2	32	-13	-3	9	-4
RPL19A-GFP yeast	102	95	97	104	101	91	97
JMJD2C inh	-13	-9	0	-2	5	-4	5
CIT2 TOR yeast	101	98	104	92	99	94	93
LAP4-GFP MLPCN	99	108	87	114	99	118	108
GRK2 aptamer HTS	0	0	0	0	0	2	9
